Screening data: PubChem BioAssay, Sanford-Burnham Center for Chemical Genomics
ATG4B inh – ATG4B protease inhibitors, primary screen, biochemical, fluorescence, uHTS; Cysteine protease ATG4B (Homo sapiens), Q9Y4P1; ATG4B cleavage of LC3-PLA2, NBD-HPC fluorescence, 1 h; inhibition, % at 8.33 µM; 340,000 compounds, 0.51% hits; AID 504462, 2011; in the data active = inhibition above about 40%
SENP8 inh – human SENP8 protease inhibitors, primary screen, biochemical, fluorescence, Nedd8 protein substrate, uHTS; recombinant SENP8; inhibition, % at 20 µM; 360,000 compounds, 0.64% hits; AID 602440, 2012; in the data active = inhibition mostly above about 40%, no sharp cut-off; inactive = mostly below about 27%
hIAP act – human IAP activators, primary screen, biochemical, luminescence, uHTS | purified human IAP, CDP-Star luminescence, 30 min; active compounds read high; 1 = vehicle-only enzyme, 0 = enzyme-free background | Intestinal-type alkaline phosphatase (Homo sapiens), P09923 | 330,000 compounds, 0.16% hits | activation factor at 10 µM;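 active = activation factor of the enzyme at least 2-fold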; note: the source names both 10 and 20 µM as test concentration; values of inactives mirror those of a sister screen read the other way
Target sequence (P09923 whole entry, looked up): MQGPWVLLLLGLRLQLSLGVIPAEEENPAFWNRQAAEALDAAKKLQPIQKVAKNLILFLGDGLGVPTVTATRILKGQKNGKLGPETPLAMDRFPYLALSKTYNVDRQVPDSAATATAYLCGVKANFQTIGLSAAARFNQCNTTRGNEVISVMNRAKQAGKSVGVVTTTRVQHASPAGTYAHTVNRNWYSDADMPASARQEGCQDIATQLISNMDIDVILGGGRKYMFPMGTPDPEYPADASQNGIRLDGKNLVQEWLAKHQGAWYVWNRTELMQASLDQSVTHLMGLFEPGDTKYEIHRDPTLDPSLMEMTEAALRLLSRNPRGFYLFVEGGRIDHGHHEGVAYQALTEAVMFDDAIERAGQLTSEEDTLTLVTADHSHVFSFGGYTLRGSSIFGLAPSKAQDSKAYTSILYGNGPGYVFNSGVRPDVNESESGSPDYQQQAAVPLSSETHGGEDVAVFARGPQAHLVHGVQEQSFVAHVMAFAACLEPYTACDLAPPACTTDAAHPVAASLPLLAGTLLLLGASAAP
MPTP inh – mitochondrial permeability transition pore inhibitors, primary screen, biochemical, isolated mouse mitochondria, absorbance; Ca2+ swelling absorbance, 30 min; inhibition, % at 10 µM; 360,000 compounds, 1.4% hits; AID 602449, 2012;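 active = inhibition of 50% or more, scaled per plate between neutral and stimulator controls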;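 note: 0% = DMSO wells given calcium and 100% = 1 mM EGTA wells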
SENP6 inh – SENP6 protease inhibitors, primary screen, biochemical, luminescence, uHTS; Recombinant SENP6 catalytic domain, aminoluciferin luminescence; Sentrin-specific protease 6 (Homo sapiens), Q9GZR1; 330,000 compounds, 1.8% hits; AID 2599, 2010; inhibition, % at 10 µM;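 active = inhibition above about 50% at the single tested dose, limit read from the data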;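 note: plate controls were DMSO wells with enzyme for no effect and DMSO wells lacking enzyme for full effect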
Target sequence (Q9GZR1 628-1112 limits assumed): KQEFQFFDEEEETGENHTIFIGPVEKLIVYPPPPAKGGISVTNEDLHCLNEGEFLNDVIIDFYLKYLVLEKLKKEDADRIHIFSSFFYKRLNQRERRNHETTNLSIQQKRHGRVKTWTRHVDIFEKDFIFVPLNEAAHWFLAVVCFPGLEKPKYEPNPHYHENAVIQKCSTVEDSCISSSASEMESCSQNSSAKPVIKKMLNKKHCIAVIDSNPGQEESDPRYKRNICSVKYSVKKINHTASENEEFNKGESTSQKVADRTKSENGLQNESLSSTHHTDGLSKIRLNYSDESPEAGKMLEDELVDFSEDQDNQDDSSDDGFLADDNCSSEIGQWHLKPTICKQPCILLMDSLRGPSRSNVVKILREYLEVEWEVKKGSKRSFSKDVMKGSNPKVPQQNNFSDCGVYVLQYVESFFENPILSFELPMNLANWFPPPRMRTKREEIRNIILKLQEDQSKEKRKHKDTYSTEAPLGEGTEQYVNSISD
PfG6PD inh – PfG6PD enzyme inhibitors, primary screen, biochemical, fluorescence intensity, uHTS | 350,000 compounds, 0.78% hits | PfGluPho enzyme, NADPH resazurin-diaphorase fluorescence | inhibition, % at 20 µM;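 active = inhibition reaching at least a set limit at 20 µM in the primary screen, cut at about 59% in these data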;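 note: 0% = DMSO wells with substrate and 100% = DMSO wells lacking glucose-6-phosphate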
NR3A LBD binder – binders of NR3A ligand-binding domain, primary screen, biophysical, differential scanning fluorimetry, uHTS | Glutamate receptor ionotropic, NMDA 3A (GRIN3A) ligand-binding domain | NR3A LBD differential scanning fluorimetry, Tm shift; 0% = protein alone, 100% = glycine-bound protein | 340,000 compounds, 2.5% hits | Tm shift relative to glycine control, % at 25 µM;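 active = melting temperature shift of at least 10% of the positive control shift, at one fixed dose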
SENP1 FRET inh – human SENP1 catalytic domain inhibitors, primary screen, biochemical, FRET, uHTS | AID 624204, 2012 | recombinant SENP1 catalytic domain, CyPet-SUMO1-YPet FRET cleavage | inhibition, % at 10 µM | Sentrin-specific protease 1 (Homo sapiens), Q9P0U3 | 360,000 compounds, 0.21% hits;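 active = inhibition at least 30% at 10 µM, raw YFP signal under a set limit, fluorescence ratio 0.5 to 1.5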;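 note: 0% = enzyme with DMSO and 100% = no enzyme wells; some results filed as inactive read as strong as hits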
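Assay system: hSENP1 catalytic domain, recombinant. Amount: SENP1 enzyme, 20 pM final. Schedule: 50 min reaction, RT, dark. Technique: FRET, CFP and YFP emission. Control set: no-enzyme wells low, DMSO-plus-enzyme wells high control.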
* hit, by the source's call; nt = not tested or not shown.

SMILES	ATG4B inh	SENP8 inh	hIAP act	MPTP inh	SENP6 inh	PfG6PD inh	NR3A LBD binder	SENP1 FRET inh
Cc1ccc(CNC(=O)Nc2cccc(C)c2)cc1	-3.7	20.7	0.836	5.1	23.7	0.4	3.2	1.5
O=C(COC(=O)CNC(=O)C1CCCCC1)Nc1ccccc1OC(F)F	0.4	7.2	1.04	0.6	-10.9	9.0	0.5	3.9
COC/C=C/C1=CC2=CC(=O)C(C)(OC(=O)c3cnc4ccccc4n3)C(=O)C2=CN1Cc1ccc(OC)cc1 (stereo not given)	-2.8	36.7	0.972	0.5	16.0	34.2	-3.4	-25.5
Cc1cccc(OCCC(=O)NNC(=O)Cn2nc(C)cc2C)c1	-12.1	14.8	1.4	0.2	-23.8	2.2	1.7	5.2
COc1cc2c(cc1O)CC[n+]1cc3c(OC)c(OC)ccc3cc1-2	-0.4	14.6	0.99	-0.6	-8.7	22.2	0.3	-16.2
Cc1ccc(/C=N/NC(=O)c2ccc(N(C)S(=O)(=O)c3ccccc3)cc2)cc1	0.3	6.0	0.875	-0.3	-6.7	16.6	-12.8	1.0
CCOCCn1c(SCc2cccc(C)c2)nc2c1c(=O)[nH]c(=O)n2C	-8.4	6.5	0.966	-0.1	-26.5	13.0	1.5	-0.7
CCCCN(C(=O)CSc1nnc(-c2ccco2)o1)c1c(N)n(Cc2ccccc2)c(=O)[nH]c1=O	-17.9	19.7	1.04	0.5	-8.5	1.9	0.3	-0.2
CCCn1nnc(NC(=O)C(C)Oc2ccc(Cl)cc2Cl)n1 (stereo not given)	-16.0	19.3	0.948	0.4	-7.0	11.1	-1.7	2.2
O=C(Nc1ccc(Cl)cc1)Nc1cc(S(=O)(=O)N2CCOCC2)ccc1N1CCCC1	2.3	0.6	1.01	70.9*	2.9	27.9	-1.0	0.3
CCOC(=O)C1CCCN(C(=O)c2cc(-c3ccco3)nc3ccccc23)C1 (stereo not given)	10.0	-461.3	1.16	-0.2	-6.5	35.1	-2.1	-3.8
Cc1ccc(CNC(=O)COC(=O)c2ccc(S(=O)(=O)NCc3ccco3)cc2)cc1	-4.6	16.3	1.1	-0.2	-3.9	3.3	0.2	0.9
CC(C)CN1C(=O)N(c2ccc(Cl)cc2)C(C)(O)CC1(C)C (stereo not given)	10.2	13.5	1.08	1.0	-7.7	-8.6	-2.6	1.9
CC(=O)Nc1ccc(OCc2cccc3ccccc23)cc1	8.4	27.4	1.11	1.8	10.2	-29.6	-3.0	1.3
COc1ccccc1NC(=O)C(=O)NCC1COc2ccccc2O1 (stereo not given)	-1.7	5.4	1.02	0.8	-10.8	13.0	0.4	-5.4
CCCCCCCCSc1nnc(CSc2nc3nc(C)cc(C)n3n2)o1	-4.4	10.9	0.999	86.7*	-5.1	-0.5	-0.8	1.6
CCCCC(C(=O)NC1CCCC1)N(C(=O)c1snc(C(N)=O)c1N)c1ccc(C)cc1 (stereo not given)	-6.9	-322.6	0.94	-0.6	-27.0	-2.8	-1.3	-19.3
CC(C)c1nnc(NC(=O)c2cnccn2)s1	0.1	7.1	0.879	-2.9	-0.9	-4.6	-0.5	3.2
COc1cc2ccc3c(CCN(C)C)cc(OC)c(OC)c3c2cc1OC	-7.0	-22.9	1.16	1.0	-8.0	6.0	-0.5	-1.0
COc1ccc(NC(=O)N2CCCc3cccc(C)c32)cc1	3.0	20.4	1.15	2.3	-6.8	-7.2	0.4	1.7

Ordered by heavy-atom count (rising): 4 of the compounds above
SMILES	ATG4B inh	SENP8 inh	hIAP act	MPTP inh	SENP6 inh	PfG6PD inh	NR3A LBD binder	SENP1 FRET inh
CC(C)c1nnc(NC(=O)c2cnccn2)s1	0.1	7.1	0.879	-2.9	-0.9	-4.6	-0.5	3.2
COc1ccccc1NC(=O)C(=O)NCC1COc2ccccc2O1 (stereo not given)	-1.7	5.4	1.02	0.8	-10.8	13.0	0.4	-5.4
O=C(COC(=O)CNC(=O)C1CCCCC1)Nc1ccccc1OC(F)F	0.4	7.2	1.04	0.6	-10.9	9.0	0.5	3.9
CCCCC(C(=O)NC1CCCC1)N(C(=O)c1snc(C(N)=O)c1N)c1ccc(C)cc1 (stereo not given)	-6.9	-322.6	0.94	-0.6	-27.0	-2.8	-1.3	-19.3

Going on with the list.
SMILES	ATG4B inh	SENP8 inh	hIAP act	MPTP inh	SENP6 inh	PfG6PD inh	NR3A LBD binder	SENP1 FRET inh
CC(=O)NC(Cc1cc(C)ccc1C)C(=O)N1CCN(C(=O)c2ccccc2Br)CC1 (stereo not given)	-17.8	6.5	0.936	-1.8	4.3	-3.0	-1.6	0.3
COc1cc(/C=C/C(=O)OCC(=O)N(C)Cc2ccccc2)cc(OC)c1OC	-7.8	-413.0	1.04	1.8	-4.4	5.8	0.3	1.0
CCN(CC)C(=O)CSc1nnc(-c2cc(OC)cc(OC)c2)o1	-10.8	12.0	0.913	0.0	-18.6	2.9	9.1	1.2
CN(C)C(=O)c1cc(C(=O)c2ccccc2Br)c[nH]1	3.5	34.6	0.997	0.7	6.4	1.7	-1.0	1.4
CN(CCOc1ccccc1)C(=O)c1ccc2c(c1)OCO2	-1.1	6.1	0.966	-1.1	8.8	6.1	0.1	0.0
O=C1CCC(=O)N1c1ccc(NC2CCN(Cc3ccccc3)CC2)c([N+](=O)[O-])c1	-6.8	36.9	0.953	0.1	-8.5	-6.3	1.5	4.5
CN1Cc2cc(C(=O)c3ccccc3O)cnc2NC1=O	-3.6	-119.9	0.903	0.6	-9.1	12.8	1.2	-6.9
CC(=O)Nc1c(Cl)c2c(c(Cl)c1Br)-c1ccc(Cl)cc1C2	-7.5	13.9	nt	-1.6	nt	-4.2	-0.2	2.2
O=C(COC(=O)c1cccc(S(=O)(=O)N2CCOCC2)c1)c1ccccc1	10.9	9.9	0.824	0.2	2.7	3.5	-2.7	-1.1
O=C(OCc1cccc([N+](=O)[O-])c1)c1ccncc1	15.8	-5.8	1.15	2.5	-7.6	-16.5	-0.8	1.5
O=C(CN1C(=O)COc2ccc(S(=O)(=O)N3CCCCC3)cc21)NCc1ccccc1Cl	4.8	-0.8	1.27	-0.6	-13.2	-3.0	0.3	-1.2
O=C(Cn1nnc2ccccc21)OCC(=O)c1ccccc1	-13.1	3.0	1.21	0.3	-23.2	-19.6	-1.4	1.6
Cc1nn(C)c(Oc2ccccc2)c1CCNC(=O)C(C)(C)C	-1.9	11.7	1.12	-1.2	-4.2	-10.1	-1.9	-0.9
CC(C)(C)OC(=O)CNC(=O)c1[nH]cnc1C(=O)N[C@@H](CCCCN)C(=O)OC(C)(C)C	6.4	nt	1.19	nt	-20.3	-15.1	1.1	nt
Cc1nn(C(=O)N2CCOCC2)c(C)c1C	-3.3	4.9	0.925	0.6	1.0	-8.1	-1.3	1.3
COc1ccc(C(=O)C(C)OC(=O)CN2C(=O)c3ccccc3C2=O)cc1 (stereo not given)	3.1	15.8	1.19	-0.5	-15.8	-7.7	2.0	1.7
COCCn1c(Sc2ccccc2)nc2c1c(=O)[nH]c(=O)n2C	-3.0	24.1	1.02	0.2	-14.9	-6.3	-0.2	2.5
COCCCNc1oc(-c2ccccc2F)nc1C#N	-5.2	-465.0	0.978	-2.7	5.7	14.8	-0.6	1.6
COc1ccc(-c2cc(C(F)(F)F)n3nc(C(=O)N4CCCCC4)cc3n2)cc1OC	-11.1	-412.8	1.09	-4.8	10.6	-3.1	-1.4	10.5
COc1cc2c(c(OC)c1O)C(=O)CO2	-9.8	11.6	0.953	0.0	22.9	42.2	2.0	-2.1
O=S(=O)(c1ccc(Cl)cc1)c1cnc(-c2cccnc2)nc1-c1ccccc1	-6.5	3.6	0.915	1.8	1.1	5.8	-0.6	2.3
CCN1C(=O)[C@@H]2[C@@H](c3ccc(-c4ccc5c(c4)OCO5)c(OC)c3)N3CCCC[C@@]3(C(=O)OC)[C@@H]2C1=O	-18.0	-0.7	0.828	1.2	3.9	6.3	0.6	-0.5
CCn1c(C)cc(C(=O)CSc2nnnn2C2CCCC2)c1C	2.8	1.2	0.846	-0.9	-12.0	9.0	-0.8	0.7
O=C(/C=C/c1ccccc1)OCCN=C1NS(=O)(=O)c2ccccc21	-3.6	15.4	0.825	-0.6	-8.2	-1.0	-0.6	0.3
CCCCNC(=O)NCC(=O)Nc1ccc(F)c(F)c1	-7.4	2.6	1.1	-0.4	-3.1	4.0	2.7	0.5
Cc1cccc(C(=O)N[C@H](C(=O)NCCc2ccc(Cl)cc2)C(C)C)c1	-8.1	-7.0	1.05	0.3	-10.5	-5.7	1.0	-5.5
CCC(=O)Nc1nnc(S(=O)(=O)N2c3ccccc3CC2C)s1 (stereo not given)	-2.5	13.4	0.978	0.0	0.3	-39.6	1.3	1.0
CC(=O)c1ccccc1NC(=O)COC(=O)c1ccccc1NC(=O)c1ccccc1	2.4	-1.7	1.07	0.9	-9.7	2.3	-1.8	-1.5
COC(=O)c1ccc(-c2noc(CN(C)Cc3ccncc3C)n2)cc1	-0.7	-1.8	0.986	-3.4	14.0	-17.6	3.5	-5.8
COC(=O)CCCCC(=O)C1C(=O)CC(C)(C)C(C(=O)OC)C1=O (stereo not given)	0.9	12.3	0.703	-0.9	1.2	-4.7	12.2*	0.1
COC(=O)c1c(C)[nH]c(O)c1C=Nc1ccc(Oc2ccccc2)cc1	-9.4	2.4	1.1	1.9	-9.0	4.9	-13.7	10.2
Cc1nnc(SCc2cc(=O)oc3ccc4ccccc4c23)n1Cc1ccccc1	-24.0	-377.8	0.983	-0.1	0.8	26.3	-2.4	-63.4
COc1cccc(N2C(=O)CC(N3CCN(CCN=CC4=C(O)CC(C)(C)CC4=O)CC3)C2=O)c1 (stereo not given)	-1.2	8.4	1.02	-1.7	-3.1	6.4	1.1	0.4
C#CCNC(=O)C1=C[C@@H](c2ccc3c(c2)OCO3)C[C@@H](OCc2ccc(CO)cc2)O1	5.3	-74.7	1.04	1.2	15.8	-8.5	-2.1	-0.2
CCOc1ccc(C(CC(=O)O)n2cnnn2)cc1OC (stereo not given)	-9.2	-1.7	0.963	0.1	-2.9	6.0	-1.3	-0.5
CCOc1ccccc1C(=O)Nc1cc(OC)ccc1OC	1.2	-9.6	0.869	3.0	-1.6	15.7	1.8	1.7
COc1ccc(/C(C)=N/Nc2ccc(C(=O)O)cc2)c(OC)c1	-1.1	-20.3	1.05	-0.3	3.5	-18.8	-2.6	-0.9
COCCN(CCOC)c1ncnc2c1cnn2-c1ccc(Cl)cc1	-5.7	2.3	0.867	-2.0	9.1	5.4	1.9	-7.8
COc1ccc2nc(NC(=O)CSc3nc4ccccc4o3)sc2c1	-7.0	-3.6	0.963	-7.4	-0.2	-11.7	14.9*	-13.2
O=C(/C=C/c1ccccc1)N(c1ccccn1)C1CCCCC1	-6.7	12.5	1.06	-1.4	-5.1	-5.7	-0.4	-0.9
O=C(CN1C(=O)NC2(CCCCC2)C1=O)Nc1cccc(Cl)c1Cl	-6.2	-0.2	0.89	-1.4	-3.0	10.8	0.1	2.3
Cc1ccc(CNC(=O)CN(Cc2ccccc2)S(C)(=O)=O)cc1	3.0	7.8	0.83	-2.1	-1.4	5.3	2.1	2.2

Rows are unselected. Share with any hit: about 6.7%.
